Screens from PubChem BioAssay.
Salmonella PhoP GFP – PhoP-dependent GFP reporter repression – Salmonella Typhimurium, primary screen (AID 1863) | S. Typhimurium PhoP-regulated promoter GFP reporter, 4 h; higher % means a stronger effect | one-dose inhibition, % at 50 µM; IC50 in µM for titrated hits | 300,000 tested, 0.16% active;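 active means inhibition over 29.93%, a cutoff 3 SD above the screen mean, later confirmed by dose response; inconclusive means inhibition over 29.93% but no dose response follow-up; inactive means inhibition at most 29.93% or unconfirmed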;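 further: 0% = low Mg2+ inducing control and 100% = high Mg2+ repressing control; strong numbers were not always called active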
WT yeast gro inh – growth inhibition of WT yeast, mitochondrial fusion screen. mitochondrial fusion phenotypic screen, WT strain. inhibition, % at 10 µM. 190,000 tested, 2.1% active. AID 1362; in the data active means inhibition above about 58%; tested in S. cerevisiae
T cell modulator – T cell immune modulation candidate; 2C CD8+ T cell-vesicle binding, flow cytometry; hits give low values; calls only at 7 µM; 330,000 tested, 0.068% active; AID 2052;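 active means response, share of CD8 T cells binding vesicles, and their 90th percentile fluorescence all below set limits, cut at about 80% in these data, passing the limit was not always enough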
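Test system: purified 2C TCR transgenic mouse naive CD8+ T cells. Probe or stimulus: QL9-peptide-loaded Drosophila micro-vesicles bearing Ld, ICAM-1 and B7-1. Incubation: binding step 1.5 h, 37 °C, antibody labelling 20 min, ice. Measured by: flow cytometry of vesicle-bound cells.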
RSV antiviral HEp-2 – inhibition of RSV-induced cytopathic effect – HEp-2 cells, primary 10 µM value included (AID 2391); 310,000 tested, 0.13% active; HEp-2 cells, RSV-induced CPE inhibition; higher % means a stronger effect; CPE inhibition, % at 10 µM; hits with a dose series show IC50 in µM; in the data active means a potency from the dose series; inconclusive means CPE inhibition mostly from about 23% at the one dose, without a potency; inactive means the rest, 99 in 100 with CPE inhibition below about 21%; further: strong numbers were not always called active
West Nile antiviral – inhibition of WNV-induced cytopathic effect – cell-based, CPE readout (AID 1621); West Nile virus-infected cells, CPE inhibition; higher % means a stronger effect; CPE inhibition, % at 10 µM; hits with a dose series show IC50 in µM; 290,000 tested, 0.02% active; in the data active means a potency from the dose series; inconclusive means CPE inhibition mostly from about 3.7% at the one dose, without a potency; inactive means the rest, 99 in 100 with CPE inhibition below about 2.2%; further: strong numbers were not always called active
b-catenin transl – beta-catenin nuclear translocation modulation; 190,000 tested, 0.3% active; nuclear translocation activity, % at 5 µM; HeLa beta-catenin nuclear translocation, immunofluorescence imaging;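 active means nuclear translocation activity above 50% at 5 µM, with a well cell count of 50 or more; inconclusive means wells under 50 cells across six images, flagged as toxic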;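 further: per-cell ratio of nuclear to cytoplasmic median beta-catenin stain intensity; plate controls were DMSO negative control for no effect and GSK-3 inhibitor IX positive control for full effect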
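Assay system: human HeLa cells, native beta-catenin; doses: 5 µM primary, 0.02–20 µM confirmation; incubation: compound treatment 24 h, 37°C, 5% CO2; technique: fluorescence imaging of beta-catenin antibody stain plus DAPI; measure: % activation, nuclear-to-cytoplasmic median beta-catenin signal ratio per cell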
Myeloid diff 2 – promotes myeloid progenitor differentiation; calls only at 10 µM; AID 624256; 360,000 tested, 1% active; ER-HoxA9 myeloid progenitors, lysozyme-GFP differentiation, flow cytometry;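 active means normalized GFP-positive differentiation at or above the plate's own cutoff, the solvent-only control mean plus 3 SD; inconclusive means no clear call, values can overlap the other calls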;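 further: cells exposed to compound for four days before flow analysis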
SV40 large T antigen – SV40 large T antigen inhibitors, biochemical (AID 1903) | SV40 large T antigen ATPase/helicase inhibition assay; higher % means a stronger effect | inhibition, % at 20 µM; hits with a dose series show IC50 in µM | 310,000 tested, 0.39% active; in the data active means a potency from the dose series; inconclusive means inhibition mostly from about 32% at the one dose, without a potency; inactive means the rest, 99 in 100 with inhibition below about 32%; further: strong numbers were not always called active
Rac1 GTP hydrolysis – MgcRacGAP GTPase-activating activity inhibitors, confirmation, biochemical, ADP Hunter fluorescence; MgcRacGAP-stimulated Rac1 GTP hydrolysis, ADP Hunter fluorescence; higher % means a stronger effect; GST-tagged Rac1 F28L mutant substrate; inhibition, % at 30 µM; hits with a dose series show IC50 in µM; 340,000 tested, 0.6% active; AID 624330;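 active means first-screen hits whose inhibition reached a set limit at any dose in the follow-up dose series; inconclusive means inhibition above the set first-screen limit but never retested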;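 further: fluorescence reports GDP produced by GAP-driven GTP hydrolysis; strong numbers were not always called active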
WT yeast gro inh mutant strain – recorded beside WT yeast gro inh, whose call it bears; inhibition, %; mitochondrial fusion phenotypic screen, mutant strain inhibition
b-catenin transl cell count 5 µM – recorded beside b-catenin transl, whose call it bears; cell count; measured here: cell count, cytotoxicity flag
T cell modulator vesicle-bound % – also measured in T cell modulator; calls as there; double positive events, %; measured here: CD8+ vesicle-bound cell fraction;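 binding gate set so that unloaded-vesicle control wells show 10% double positive cells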
Myeloid diff 2 GFP+ MAC1+ % – also measured in Myeloid diff 2; calls as there; GFP+ MAC1+ double positive, %; measured here: differentiation confirmed by MAC1 staining
* hit, by the source's call; i = inactive; ? = inconclusive; · = no result given.

SMILES | Salmonella PhoP GFP | WT yeast gro inh | WT yeast gro inh mutant strain | T cell modulator | T cell modulator vesicle-bound % | RSV antiviral HEp-2 | West Nile antiviral | b-catenin transl | b-catenin transl cell count 5 µM | Myeloid diff 2 | Myeloid diff 2 GFP+ MAC1+ % | SV40 large T antigen | Rac1 GTP hydrolysis
Cn1c(CSCc2ccccc2)nnc1SCC(=O)Nc1nccs1 | -10.0% | 0.7 | -7.8 | i | 13.9 | 5.8% | -0.8% | 1.7 | 1007 | i | 1.2 | 2.4% | 7.6%
Cc1cc(S(=O)(=O)NCc2ccccc2)ccc1OCC(=O)N1CCOCC1 | -5.5% | -12.8 | 9.9 | i | 54.7 | 3.2% | -0.3% | 0.1 | 1523 | i | 0.3 | 9.5% | 8.5%
COc1ccc2nc(C)c(C(N)=O)cc2c1 | · | -4.6 | 2.4 | i | 32.7 | 3.3% | -0.1% | -0.8 | 989 | i | 0.2 | · | 3.3%
O=C(NCCCN1CCOCC1)c1nn2c(C(F)(F)F)cc(-c3ccco3)nc2c1Cl | -4.1% | · | · | i | 26.3 | 0.8% | -0.6% | · | · | i | 0.5 | 8.6% | 9.5%
O=C(CN1CCN(Cc2ccccc2)CC1)N1CCCc2c1c(=O)oc1ccc(O)cc21 | 3.9% | 2.9 | 14.6 | i | 25.1 | 2.8% | · | 0.3 | 1355 | i | 1.1 | 2.0% | 2.7%
COCCCNc1nc2ccccc2nc1NS(=O)(=O)c1ccccc1 | -0.5% | 6.9 | 8.2 | i | 61.6 | -0.2% | 1.0% | -1.4 | 1081 | i | 0.3 | 4.7% | 7.3%
CCOC(=O)c1c(C)[nH]c(C(=O)COC(=O)c2oc3ccc(OC)cc3c2C)c1C | -0.7% | 8.4 | 0.9 | i | 7.9 | ? | 0.4% | -0.8 | 784 | i | 0.3 | 0.7% | 8.5%
Cc1cc(Nc2ccccc2)c2c([N+](=O)[O-])c(C)cc(C)c2n1 | 14.7% | 56.5 | 28.7 | i | 33.8 | ? | -0.2% | -0.6 | 1074 | i | 0.5 | -6.5% | 7.7%
Cc1ccc(N(C(C)C(=O)Nc2cccc(N(C)S(C)(=O)=O)c2)S(C)(=O)=O)cc1 (stereo unspecified) | 2.9% | 3.5 | -7.7 | i | 30.9 | 0.7% | -0.1% | -2.4 | 1063 | i | 0.5 | 6.2% | 3.8%
Cc1ccc(C)c(NC(=S)N2CCN(Cc3ccccc3)CC2)c1 | -7.1% | 19.8 | 26.1 | i | 57.5 | 1.0% | 0.0% | 0.7 | 1590 | i | 0.2 | 3.7% | -15.7%
N#Cc1cccc2cccc(S(=O)(=O)N3CCOCC3)c12 | · | · | · | i | 43.0 | 0.9% | · | · | · | i | 0.7 | · | 3.6%
Cn1c(=O)[nH]c(=O)c2c1nc(Br)n2CCCc1ccccc1 | -4.0% | -5.4 | 9.7 | · | · | · | · | 4.6 | 906 | · | · | 12.9% | ·
O=C(Nc1cccc(-c2cnc3ccccc3n2)c1)c1cccc(NC(=O)c2ccco2)c1 | -19.2% | 21.0 | 8.0 | i | 32.1 | 1.7% | 3.0% | 7.4 | 998 | i | 0.2 | 6.0% | -4.5%
CC(/C=N/NC(=O)c1nnn(-c2nonc2N)c1C)=C\c1ccccc1 | 8.6% | · | · | i | 29.3 | 1.3% | 0.3% | · | · | i | 1.1 | 5.9% | 7.4%
CCCCC(=O)Nc1ccc(C(=O)Nc2cccnc2)cc1 | 1.5% | 17.8 | 16.4 | i | 12.0 | -0.3% | -0.5% | · | · | i | 0.6 | 6.9% | 4.4%
CC(C)OP(=O)(OC(C)C)C(Nc1ccccc1)c1cccc2c1OCO2 (stereo unspecified) | -7.7% | 4.0 | 10.6 | i | 49.1 | 2.7% | -0.1% | -2.9 | 1022 | i | 0.3 | 2.2% | 1.3%
COc1ccc(N=C(C)C2=C(O)c3ccccc3C2=O)cc1 | -25.3% | -7.0 | 1.6 | i | 41.4 | 8.3% | -1.3% | -4.4 | 571 | i | 0.4 | 6.3% | 0.2%
O=S(=O)(NC1=NCCCCC1)c1ccc(F)cc1 | -1.4% | · | · | i | 14.2 | -0.3% | -0.3% | 0.1 | 1327 | i | 0.1 | 7.6% | 7.8%
CCOC(=O)[C@@H]1[C@H]2COc3ccccc3[C@@H]2N2C(=O)N(c3ccccc3)C(=O)[C@]12C | -5.6% | · | · | i | 16.1 | -0.2% | -0.8% | · | · | i | 0.6 | 2.6% | 4.5%
CCc1ccccc1N(C)S(=O)(=O)c1ccc2[nH]cc(C(=O)O)c(=O)c2c1 | 1.0% | -11.7 | 13.3 | i | 28.7 | 2.3% | 0.2% | 1.0 | 1065 | i | 0.7 | 6.6% | -7.2%
COc1ccc(NC(=O)Nc2ccccc2SC)cc1OC | -5.3% | 17.3 | 13.3 | i | 52.4 | 3.5% | -0.9% | 0.2 | 947 | i | 0.3 | -3.4% | 1.7%
CCCS(=O)(=O)Nc1c(C(=O)OC)[nH]c2ccccc12 | -2.5% | -15.9 | 4.7 | i | 10.7 | 2.0% | 0.3% | 2.8 | 521 | i | 2.0 | 7.3% | 17.7%
CN(C)S(=O)(=O)c1ccc(Nc2ccc(-c3ccc4c(c3)OCCO4)nn2)cc1 | 5.2% | 10.7 | -18.4 | i | 19.2 | 0.7% | 0.2% | -2.3 | 1431 | i | 0.9 | -1.8% | 13.4%
CCn1cc(C(=O)NC2CCCc3c2cnn3-c2cccc(C)c2C)cn1 (stereo unspecified) | 4.8% | · | · | i | 28.2 | 10.6% | -2.0% | · | · | i | 0.9 | 9.9% | 9.9%
CCCOc1ccc(CC2CCC(=O)NC2=O)cc1 (stereo unspecified) | 0.5% | -13.6 | 15.4 | i | 52.9 | 0.3% | -0.3% | -0.2 | 1117 | i | 0.5 | 11.0% | -2.3%
O=C(CC1c2ccccc2Oc2ccccc21)Nc1ccccc1F | -8.3% | 23.4 | 5.8 | i | 17.0 | 4.8% | -1.3% | 0.3 | 1195 | i | 2.2 | 0.3% | 8.3%
CC(=O)Nc1ccc(NC(=O)C(C)OC(=O)COc2ccc(Nc3ccccc3)cc2)cc1 (stereo unspecified) | · | · | · | i | 38.9 | 1.3% | · | · | · | i | 0.7 | · | 111µM*
CCCSc1ncnc2sc(C)c(C)c12 | 8.4% | 9.1 | -3.1 | i | 42.8 | 2.6% | 0.3% | 1.0 | 1510 | i | 0.2 | -6.1% | 5.0%
CCCCn1c(NCCC)nc2c1c(=O)[nH]c(=O)n2C | 12.3% | 25.1 | 23.1 | · | · | · | 0.2% | 0.8 | 920 | i | 0.6 | 5.2% | 9.9%
Cc1ccc(S(=O)(=O)N(C)C)cc1NC(=O)CN1CCN(Cc2ccccc2)CC1 | 2.7% | 6.2 | 23.6 | i | 47.2 | -0.8% | -0.3% | -0.4 | 1138 | i | 0.6 | 10.9% | 1.3%
C=C(C)C(=O)Oc1ccc(N2C(=O)CCC2=O)cc1 | -1.1% | · | · | i | 36.4 | 0.0% | 0.3% | -1.3 | 1357 | i | 0.4 | ? | 5.7%
COc1cc(/C=N/N2CCN(C3c4ccccc4-c4ccccc43)CC2)ccc1O | -2.4% | 33.5 | 26.1 | i | 33.6 | 0.5% | -0.2% | -0.7 | 1053 | i | 2.1 | 12.2% | 1.2%
O=C(O)COc1ccccc1-c1ccccc1 | 0.5% | · | · | i | 14.9 | 0.1% | 1.3% | -3.8 | 1192 | i | 0.2 | 13.9% | 2.9%
Cc1ccc(F)c(CNC(=O)C2CCC(=O)N(CCCN3CCCC3=O)C2)c1F (stereo unspecified) | -1.9% | · | · | i | 36.7 | · | 0.3% | · | · | i | 0.8 | 6.9% | 6.1%
O=S(=O)(NC1CCCCC1)c1ccc(Cl)nc1 | 14.6% | 0.3 | 14.0 | i | 59.1 | 1.4% | 0.4% | -3.5 | 508 | i | 1.5 | 0.1% | 5.0%
CC(=O)c1coc2c1cc(O)c1ccccc12 | 21.4% | -7.3 | -9.9 | i | 22.4 | 59.7% | 0.7% | · | · | i | 0.5 | 15.4% | 8.8%
COC(=O)/C(C#N)=C1/SC=C(C)N1c1ccccc1 | -1.5% | 16.8 | 23.7 | i | 55.5 | -0.7% | 0.4% | -0.5 | 1038 | i | 1.0 | 19.3% | 13.2%
CS/C(=N\S(=O)(=O)c1ccccc1)c1ccccc1 | -13.0% | -3.2 | 0.5 | i | 48.7 | 0.3% | 0.1% | -1.2 | 979 | i | 0.5 | 7.2% | 5.3%
O=C1C[C@@H](c2ccccc2)Oc2cc(O)cc(O)c21 | -17.8% | · | · | i | 18.9 | 1.1% | -0.1% | · | · | i | 0.7 | -2.6% | 7.1%
COc1ccccc1CN1CC(C(=O)NCCN2CCNC2=O)CCC1=O (stereo unspecified) | 7.8% | · | · | i | 23.9 | 3.6% | 0.0% | · | · | i | 6.4 | 7.7% | -1.5%
COCc1cc(C)nc(Nc2ccc(C)c(C)c2)c1C#N | 2.0% | 7.8 | 5.2 | i | 37.3 | 0.4% | -0.1% | 2.6 | 1458 | i | 5.5 | -0.6% | 7.8%
O=C(CCSc1ccccc1)NC1CCCC1 | -6.2% | -10.4 | -4.0 | i | 44.2 | 0.8% | -0.3% | -4.2 | 1082 | i | 0.8 | -1.4% | 9.0%
COC(=O)Nc1sccc1C(=O)Nc1sccc1C(=O)OC | 5.0% | -1.2 | -14.0 | · | · | 3.0% | 0.9% | · | · | i | 4.1 | -0.5% | 2.7%
COc1ccc(C2=NN(C(=O)/C=C/c3ccccc3)C(c3ccccc3)C2)c(OC(C)=O)c1 (stereo unspecified) | 21.0% | 37.0 | -4.0 | i | 53.0 | 11.5% | -0.5% | -0.9 | 983 | i | 0.7 | -58.4% | 7.9%
